Screens: PubChem BioAssay, The Scripps Research Institute Molecular Screening Center
TEAD-YAP inh – TEAD-YAP interaction inhibition, primary screen, TEAD-YAP interaction inhibitor project, luminescence, HEK-TIYL cells | TEAD-Gal4/YAP UAS-luciferase luminescence | inhibition, % at 9.12 µM | 1.4% of 640,000 active; in the data active means inhibition above about 32%;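 further: 0% = median of test compound wells and 100% = reference inhibitor wells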
FBW7 activator – FBW7 E3 ligase activators, primary screen, biochemical, AlphaScreen, human | AlphaScreen FBW7–phospho-cyclin E peptide binding, activator screen | normalized activity (activation), % at 26.1 µM | F-box/WD repeat-containing protein 7 (Homo sapiens), Q969H0 | 0.13% of 650,000 active; in the data active means normalized activity above about 1.9%;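 further: purified mutant Fbw7 with reduced substrate affinity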
GPR151 ag – activators of human GPR151, primary screen, cell-based, PathHunter beta-arrestin, luminescence; G-protein coupled receptor 151 (Homo sapiens), Q8TDV0; PathHunter beta-arrestin GPR151 cells; activation, % at 11.2 µM; 1% of 650,000 active; in the data active means activation above about 4.9%;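 further: 0% = median of compound wells and 100% = cells with positive control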
Target sequence (Q8TDV0 whole entry, looked up): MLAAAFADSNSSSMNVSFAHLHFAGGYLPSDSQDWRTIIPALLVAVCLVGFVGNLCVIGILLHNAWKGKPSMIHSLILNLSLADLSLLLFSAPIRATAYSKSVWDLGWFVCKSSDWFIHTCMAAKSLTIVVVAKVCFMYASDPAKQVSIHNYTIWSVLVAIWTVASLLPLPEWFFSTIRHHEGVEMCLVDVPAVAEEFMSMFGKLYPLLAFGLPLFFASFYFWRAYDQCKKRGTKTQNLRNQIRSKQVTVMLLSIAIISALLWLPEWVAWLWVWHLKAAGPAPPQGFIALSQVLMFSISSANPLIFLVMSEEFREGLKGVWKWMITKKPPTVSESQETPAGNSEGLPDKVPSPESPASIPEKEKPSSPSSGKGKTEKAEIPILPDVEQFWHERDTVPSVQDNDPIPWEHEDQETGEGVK
MITF inh – MITF inhibitors, primary screen, biochemical, AlphaScreen, human. Microphthalmia-associated transcription factor (Homo sapiens), O75030. AlphaScreen MITF homodimerization, bead proximity signal. inhibition, % at 2.6 µM. 0.91% of 650,000 active. AID 1259374, 2018; in the data active means inhibition above about 50%;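 further: 0% = vehicle wells with protein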
Target sequence (O75030 whole entry, looked up): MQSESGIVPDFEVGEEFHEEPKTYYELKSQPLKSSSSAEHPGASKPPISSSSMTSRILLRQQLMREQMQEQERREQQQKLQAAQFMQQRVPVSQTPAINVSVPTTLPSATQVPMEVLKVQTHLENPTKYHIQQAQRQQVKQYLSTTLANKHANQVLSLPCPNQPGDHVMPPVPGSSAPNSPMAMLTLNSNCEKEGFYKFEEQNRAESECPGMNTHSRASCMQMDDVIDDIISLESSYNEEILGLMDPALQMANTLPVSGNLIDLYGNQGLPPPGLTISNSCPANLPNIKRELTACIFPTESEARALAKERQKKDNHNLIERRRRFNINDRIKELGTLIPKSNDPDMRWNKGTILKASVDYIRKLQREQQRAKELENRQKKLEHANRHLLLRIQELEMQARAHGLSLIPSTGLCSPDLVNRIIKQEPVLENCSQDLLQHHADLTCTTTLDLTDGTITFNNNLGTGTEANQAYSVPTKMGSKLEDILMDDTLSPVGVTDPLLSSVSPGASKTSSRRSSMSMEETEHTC
The depositor's hits bear a star; · = not tested or not shown. Outcome played no part in choosing rows; 3.4% or so of the library scored in one or more.

Preview (19 entries):
SMILES	TEAD-YAP inh	FBW7 activator	GPR151 ag	MITF inh
NNC(=O)c1cc(-c2ccc(Br)cc2)n[nH]1	-25	-0.1	-0.2	0
Nc1nc(NCc2ccc(Cl)cc2)nc(NCc2ccc(Cl)cc2)c1[N+](=O)[O-]	-3	-0.1	-0.9	-3
Cc1ccc(C)c(OCC(=O)Nc2cccc(Oc3ccc4c(c3)C(=O)NC4=O)c2)c1	8	0.1	-0.3	6
Cc1ccc(F)c(CNC2CCN(c3ccc(C(=O)N(C)C)cc3)CC2)c1F	2	0.0	-0.4	9
O=C(Nc1cccc(N2C(=O)CCC2=O)c1)c1ccccc1	2	0.1	2.6	8
COc1cc(NC(=O)c2sc3nc4ccc(C)cc4cc3c2N)cc(OC)c1	0	0.0	-1.5	24
COc1c(Cl)cnc(Cl)c1N	-3	0.2	0.6	9
CC(C)(C)C(=O)Nc1nc(-c2ccc([N+](=O)[O-])cc2)cs1	-60	-0.1	1.0	4
CCN(CC)S(=O)(=O)c1ccc(N/N=C(\C)c2ccc3c(c2)OCO3)c([N+](=O)[O-])c1	-6	0.2	0.4	9
Cc1c(C)c(C2=NON3N(C(=O)c4cccc([N+](=O)[O-])c4)c4ccccc4N23)c(C)c(C)c1Cl	-1	-0.1	-0.1	-7
CC(Sc1nnc(N)s1)C(=O)Nc1ccccc1C(=O)c1ccccc1 (stereo not given)	-4	0.1	0.3	5
COc1ccc(-n2nnnc2SCC(=O)Nc2ccc(C(C)=O)cc2)cc1OC	8	-0.1	0.0	-1
O=C(CSc1nc2[nH]ncc2c(=O)[nH]1)NC1CCCC1	2	0.1	0.0	21
CCOC(=O)C1=C(C)N=c2s/c(=C\c3ccc4c(c3)OCO4)c(=O)n2C1c1ccc(N(C)C)cc1 (stereo not given)	-10	0.1	0.1	-2
COCc1ccc(CN2CCc3c(cnc(C)c3CNC(=O)CSC)C2)o1	14	0.0	1.0	7
O=C(CC1CSc2nccc(=O)n21)N1CCN(c2ccccc2Cl)CC1 (stereo not given)	-2	0.2	1.4	2
CCC1CCCCN1Cc1cc(-c2ncccn2)ccc1O (stereo not given)	-1	-0.1	1.4	-2
OCc1cccc(-c2cnc3c(Nc4ccc(O)cc4)nccn23)c1	-6	0.5	-3.3	15
CC(=O)Nc1ccc(C(=O)NC2CCCCCCC2)cc1	-24	0.5	0.8	1

The listing, from the first entry:
SMILES	TEAD-YAP inh	FBW7 activator	GPR151 ag	MITF inh
NNC(=O)c1cc(-c2ccc(Br)cc2)n[nH]1	-25	-0.1	-0.2	0
Nc1nc(NCc2ccc(Cl)cc2)nc(NCc2ccc(Cl)cc2)c1[N+](=O)[O-]	-3	-0.1	-0.9	-3
Cc1ccc(C)c(OCC(=O)Nc2cccc(Oc3ccc4c(c3)C(=O)NC4=O)c2)c1	8	0.1	-0.3	6
Cc1ccc(F)c(CNC2CCN(c3ccc(C(=O)N(C)C)cc3)CC2)c1F	2	0.0	-0.4	9
O=C(Nc1cccc(N2C(=O)CCC2=O)c1)c1ccccc1	2	0.1	2.6	8
COc1cc(NC(=O)c2sc3nc4ccc(C)cc4cc3c2N)cc(OC)c1	0	0.0	-1.5	24
COc1c(Cl)cnc(Cl)c1N	-3	0.2	0.6	9
CC(C)(C)C(=O)Nc1nc(-c2ccc([N+](=O)[O-])cc2)cs1	-60	-0.1	1.0	4
CCN(CC)S(=O)(=O)c1ccc(N/N=C(\C)c2ccc3c(c2)OCO3)c([N+](=O)[O-])c1	-6	0.2	0.4	9
Cc1c(C)c(C2=NON3N(C(=O)c4cccc([N+](=O)[O-])c4)c4ccccc4N23)c(C)c(C)c1Cl	-1	-0.1	-0.1	-7
CC(Sc1nnc(N)s1)C(=O)Nc1ccccc1C(=O)c1ccccc1 (stereo not given)	-4	0.1	0.3	5
COc1ccc(-n2nnnc2SCC(=O)Nc2ccc(C(C)=O)cc2)cc1OC	8	-0.1	0.0	-1
O=C(CSc1nc2[nH]ncc2c(=O)[nH]1)NC1CCCC1	2	0.1	0.0	21
CCOC(=O)C1=C(C)N=c2s/c(=C\c3ccc4c(c3)OCO4)c(=O)n2C1c1ccc(N(C)C)cc1 (stereo not given)	-10	0.1	0.1	-2
COCc1ccc(CN2CCc3c(cnc(C)c3CNC(=O)CSC)C2)o1	14	0.0	1.0	7
O=C(CC1CSc2nccc(=O)n21)N1CCN(c2ccccc2Cl)CC1 (stereo not given)	-2	0.2	1.4	2
CCC1CCCCN1Cc1cc(-c2ncccn2)ccc1O (stereo not given)	-1	-0.1	1.4	-2
OCc1cccc(-c2cnc3c(Nc4ccc(O)cc4)nccn23)c1	-6	0.5	-3.3	15
CC(=O)Nc1ccc(C(=O)NC2CCCCCCC2)cc1	-24	0.5	0.8	1
O=C(NCC1CCCN(C(=O)C2=CCCC2)C1)c1ccccc1Cl (stereo not given)	-20	-0.1	-1.4	-12
CCN(CC)CCOC(=O)c1cccc(Cl)c1	6	-0.1	1.7	-10
Cc1cc(C)c2cc(CN(CCO)S(=O)(=O)c3ccc(F)cc3)c(=O)[nH]c2c1	-25	0.2	-0.1	4
O=C1C2CCCCC2C(=O)N1CCC(=O)N1CCCC1c1nc2ccccc2[nH]1 (stereo not given)	0	-0.1	3.8	0
COCCNC(=O)/C(C#N)=C/c1c(Oc2cc(C)ccc2C(C)C)nc2ccccn2c1=O	30	0.0	-2.3	5
CCOC(=O)c1c(C)oc2nc(COc3ncnc4c3cnn4-c3ccccc3)nc(N)c12	5	0.1	-1.7	6
COc1ccc(N2CCN(C(=O)CCS(=O)(=O)c3cccc4nonc34)CC2)cc1	3	-0.1	-0.6	4
CCOc1ccc(Nc2nc(N3CCOCC3)nc(N3CCN(c4ccc(OC)cc4)CC3)n2)cc1	10	-0.1	-0.5	15
NC(=O)NC(CC(=O)Nc1ccc(S(N)(=O)=O)cc1)c1ccccc1Cl (stereo not given)	0	0.7	-1.0	12
CC(=O)c1nn(-c2cccc([N+](=O)[O-])c2)nc1C	8	0.1	0.5	-5
COc1ccc(-c2nc3ccccc3c(=O)n2NCc2ccc(-c3ccccc3[N+](=O)[O-])o2)cc1	3	-0.3	-0.7	5
CCCCC(C)(C)[C@H](O)/C=C/[C@H]1[C@H](O)CC(=O)[C@@H]1C/C=C\CCCC(=O)O	·	·	2.2	-7
Cc1cccc(C)c1OCC(=O)N/N=C\c1ccc([N+](=O)[O-])cc1	2	0.7	2.9	-2
N#Cc1ccccc1NC(=O)c1ccc(C(=O)Nc2ccccc2C#N)cc1	7	-0.1	1.4	-1
CCc1cc(Br)ccc1NC(=O)CN1C(=O)C2C3CCC(C3)C2C1=O (stereo not given)	6	-0.1	0.7	-13
CC(C)(c1ccccc1)c1ccc(O)c(-n2nc3ccccc3n2)c1	-11	0.0	0.6	-3
Nn1c(COc2cccc(Br)c2)nnc1SCC(=O)NCC1CCCO1 (stereo not given)	-6	-0.1	0.8	3
CCOCCCNC(=O)C1CCCN1C(=O)NCc1ccccc1 (stereo not given)	1	-0.1	-0.4	2
Cc1ccc(C)c(N2CCN(C(=O)c3ccc(S(=O)(=O)c4ccccc4Cl)c([N+](=O)[O-])c3)CC2)c1	8	-0.3	1.6	5
COC(=O)C(C)Oc1ccc2c(C)c(-c3ccc(OC)c(OC)c3)c(=O)oc2c1 (stereo not given)	-7	0.4	-1.7	-13
Brc1c(CSc2nncn2-c2ccccc2)nc2ncccn12	10	0.4	-0.9	7
COc1ccc(NC(=O)N2C(=O)C(=O)c3ccccc32)c(OC)c1	9	-0.1	-0.4	-9
Cc1ccc(Cn2cnc3c(cnn3-c3ccccc3)c2=O)c(C)c1	1	-0.1	-0.8	1
Cc1ccc(Nc2ncnc3nc[nH]c23)cc1	-10	-0.1	-1.8	-6
O=C1N(Cc2cccnc2)C[C@@H]2C[C@@H](c3ccc4c(c3)Cc3ccccc3-4)N3CCC[C@@]123	3	-0.1	0.1	3
Nc1nonc1-c1nc2ccccc2n1Cc1ccncc1	-23	0.5	0.6	6
CC(C)C[C@H]1NC(=O)[C@@H]2C[C@H](NC(=O)Oc3ccc(F)cc3)CN2C1=O	9	0.2	-0.4	12
O=[N+]([O-])c1ccccc1Oc1cccc2cccnc12	-9	-0.2	-0.7	-6
COc1ccc(/C(C)=N\OCc2nc3c4c5c(sc4ncn3n2)CCCC5)cc1	2	-0.1	0.1	-5
COC(=O)c1ccc(NC(=O)/C(=C/c2ccc([N+](=O)[O-])cc2)NC(=O)c2cccc(C)c2)cc1	5	0.0	1.5	3
CC(C)(C)NS(=O)(=O)c1ccc(CCC(=O)N2CCCCC2)cc1	12	0.0	0.3	3
Clc1ccccc1/C=N/Nc1cc(N2CCCC2)nc(N2CCCC2)n1	-16	0.0	-0.7	-14
Cc1ccc(C)c(N(C)C(=O)Cn2ncc3c2-c2ccccc2OC3)c1	11	0.1	-0.2	12
COCCNC(=O)CNC(=O)Cn1cnc2sc(C)c(C)c2c1=O	6	-0.2	3.4	2
CCOC(=O)c1c(Cl)c2ccccc2[nH]c1=O	22	0.1	1.1	-6
CCCSCCCn1cnc2c([nH]c3ccc(C)cc32)c1=O	-1	0.0	-0.7	3
Cc1cc(Cl)ccc1NC(=S)N1CCN(C(=O)c2ccco2)CC1	4	0.7	-1.0	27
CCC[C@@H]1NC(=O)[C@@H]2C[C@H](NC(=O)c3ccccc3)CN2C1=O	10	0.8	-0.7	17
C=CCc1ccccc1OCCn1cc(/C=C2/C(=N)N3N=C(C(C)C)SC3=NC2=O)c2ccccc21	-6	0.2	0.0	-4
Cc1nn(C(C)C)c(C)c1CN1CCCC(N2CCOCC2)C1 (stereo not given)	2	0.0	-0.6	18
CCOC(=O)c1ccc2ncc(C(=O)OCC)c(Nc3ccc(C)c(Cl)c3)c2c1	3	0.0	1.2	-15

The final 2 entries of the section above come first, to join the parts:
SMILES	TEAD-YAP inh	FBW7 activator	GPR151 ag	MITF inh
Cc1nn(C(C)C)c(C)c1CN1CCCC(N2CCOCC2)C1 (stereo not given)	2	0.0	-0.6	18
CCOC(=O)c1ccc2ncc(C(=O)OCC)c(Nc3ccc(C)c(Cl)c3)c2c1	3	0.0	1.2	-15
N#CC1C(=O)NC(N2CCN(Cc3ccc4c(c3)OCO4)CC2)=NC12CCCCC2 (stereo not given)	-1	0.6	0.7	23
N#C/C(=C\c1ccc(OCc2c(F)cccc2Cl)cc1)c1nn(CCO)c(N)c1C#N	8	0.1	0.9	-2
CC(C)CNS(=O)(=O)c1ccc(CCC(=O)N2CCC(C(N)=O)CC2)cc1	0	0.1	2.1	3
Cc1[nH]c(=O)[nH]c(=O)c1S(=O)(=O)Nc1ccc(OC(F)(F)F)cc1	-2	0.2	0.2	5
CC(C)C(=O)Nc1ccc(NC(=O)C(C)C)nc1	11	-0.1	1.7	5
CCOC(=O)CCc1c(C)nn(-c2ccc3nncn3n2)c1C	0	0.0	0.6	-13
O=C1CCCc2oc3ccc(NS(=O)(=O)c4ccc(F)cc4)cc3c21	3	0.5	0.9	15
C#CCOc1ccccc1/C=N/n1c(N)nc(C(F)(F)F)cc1=O	11	0.0	-1.8	-7
O=c1/c(=C\c2ccccc2Sc2ccc(Cl)cc2)sc2nc3ccccc3n12	4	0.3	-0.8	4
CCC(=O)N(CCOC)Cc1cc2cc3c(cc2nc1Cl)OCO3	-7	-0.1	-0.2	8
O=C(Nc1ccc([N+](=O)[O-])cn1)C1CCCCC1	-4	0.1	9.2*	12
CNS(=O)(=O)c1cc(-c2nnc(Nc3ccc(F)cc3)c3ccccc23)ccc1C	10	0.2	-1.8	1
COC(=O)c1cc(OC)c(OC)cc1NC(=O)c1c(-c2ccc(OC)cc2)oc2ccc(OC)cc12	3	-0.1	1.9	-8
CCOC(=O)N1CCN(C(=O)c2cn(-c3ccc(F)cc3F)c(=O)c3ccccc23)CC1	3	0.0	-0.5	-12
CCn1c(SCc2cccnc2)nnc1C1CCN(C(=O)N2CCOCC2)CC1	6	0.4	0.5	5
Cc1cccc(N(CC(N)=O)C2SC(=O)N(Cc3cccc(C(=O)O)c3)C2=O)c1 (stereo not given)	-3	0.6	11*	13
CCN1CCC(NC2c3ccccc3-c3ccccc32)CC1	2	0.1	1.5	-15
CN1C(=O)/C(=C\c2cccc3ccccc23)SC1=S	9	-0.1	1.0	-2
Nc1c(C(=O)NCCCO)cc([N+](=O)[O-])cc1[N+](=O)[O-]	6	-0.1	-0.4	-3
COC(=O)C(C)Oc1ccc2c(=O)c(Oc3cc(C)c(Cl)c(C)c3)coc2c1 (stereo not given)	-5	0.1	1.9	10
